# Assay outcomes deposited in PubChem BioAssay by several laboratories.
# TcdB GH inh: TcdB glycohydrolase inhibitors, primary screen, biochemical, single point, plate reader; Toxin B (Clostridioides difficile), P18177; TcdB glycohydrolase enzymatic assay; inhibition, % at 9.99 µM; hit rate 0.24% among 350,000; AID 652162, 2013; in the data active means inhibition above about 10%
# Rv3671c protease: Rv3671c serine protease inhibitors, primary screen, biochemical, fluorescence polarization, M. tuberculosis H37Rv | P9WHR9 | inhibition, % at 5.96 µM | hit rate 0.048% among 320,000 | AID 2606, 2010; in the data active means inhibition above about 38%;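 further: extracellular domain of Rv3671c used as enzyme; 0% = enzyme with DMSO and 100% = no enzyme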
# Target sequence (P9WHR9 whole entry, looked up, the tested form may be a part): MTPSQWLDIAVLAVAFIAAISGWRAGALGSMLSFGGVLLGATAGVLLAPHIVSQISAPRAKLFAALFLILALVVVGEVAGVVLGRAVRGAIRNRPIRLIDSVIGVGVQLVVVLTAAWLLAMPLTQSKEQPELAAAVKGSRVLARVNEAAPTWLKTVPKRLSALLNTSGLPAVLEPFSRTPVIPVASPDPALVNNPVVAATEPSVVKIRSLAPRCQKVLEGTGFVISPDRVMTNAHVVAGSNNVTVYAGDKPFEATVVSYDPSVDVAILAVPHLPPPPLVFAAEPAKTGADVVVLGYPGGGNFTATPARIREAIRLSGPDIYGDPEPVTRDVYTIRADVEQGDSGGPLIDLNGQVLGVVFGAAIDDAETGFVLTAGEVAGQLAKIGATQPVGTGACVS
# Anthrax LF inh2: Bacillus anthracis LF protease inhibitors, primary screen, biochemical, multiplex microsphere, MLPCN library; AID 588501, 2011; multiplex microsphere protease cleavage assay; inhibition, % at 10 µM; Lethal factor (Bacillus anthracis), P15917; hit rate 0.12% among 360,000; in the data active means inhibition above about 30%; further: plate controls were buffer without enzyme for full effect and enzyme alone for no effect
# SSB-PriA inh: inhibitors of Klebsiella pneumoniae PriA binding to SSB C-terminal tail, primary screen, biochemical, AlphaScreen; PriA–SSB C-terminal tail interaction (Klebsiella pneumoniae); AlphaScreen SSBct-PriA binding, biotinylated peptide; inhibition, % at 33 µM; hit rate 0.6% among 430,000; AID 1272365, 2023; in the data active means inhibition mostly above about 37%, no sharp cut-off; inactive means mostly below about 20%;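 further: plate controls were negative control peptide for no effect and reference peptide for full effect; strong numbers were not always called active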
# PfHsp40 rescue: rescue of yeast from PfHsp40 toxicity, primary screen, S. cerevisiae, ATP luminescence. S. cerevisiae expressing PfHsp40, growth rescue. growth rescue, % at 12.5 µM. hit rate 0.68% among 340,000. AID 504582, 2011; in the data active means growth rescue above about 28%, passing the limit was not always enough;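 further: yeast W303a lacking pdr1 and pdr3 grown in galactose medium; growth measured after three days at 30 °C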
# BH1578 lux ind: inducers of Vibrio cholerae quorum light production without autoinducers, primary screen, BH1578 luxS cqsA deficient, single point | V. cholerae BH1578 lux reporter, luminescence, 6 h | activation, % at 18.7 µM | hit rate 0.16% among 350,000 | AID 588436, 2011; in the data active means activation mostly above about 9.7%, no sharp cut-off; further: not every result past the cut was called active; inactives centre near 0; reference of the scale not given here
# MazEF act: activators of E. coli MazEF toxin-antitoxin RNase, primary screen, biochemical, fluorescence, uHTS; activation, % at 20 µM; FAM/BHQ RNA-DNA oligo cleavage fluorescence, 5 h; hit rate 0.32% among 350,000; AID 504720, 2011; in the data active means activation above about 50%
# Target sequence (P0AE70 whole entry, looked up): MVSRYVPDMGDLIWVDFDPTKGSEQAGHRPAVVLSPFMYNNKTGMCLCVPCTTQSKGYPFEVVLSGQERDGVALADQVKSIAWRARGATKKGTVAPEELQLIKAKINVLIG
# SARS 3CLpro inh: SARS-CoV 3CLpro protease inhibitors, primary screen, biochemical, quenched FRET; Replicase polyprotein 1ab (Severe acute respiratory syndrome coronavirus), P0C6X7; recombinant SARS-CoV 3CLpro, quenched FRET peptide cleavage; inhibition, % at 6 µM; hit rate 0.14% among 290,000; in the data active means inhibition above about 12%
# DUSP3 inh: VHR1 phosphatase inhibitors, primary screen, biochemical, absorbance, uHTS; inhibition, % at 13.3 µM; Dual specificity protein phosphatase 3 (Homo sapiens), P51452; recombinant VHR phosphatase, pNPP absorbance; hit rate 0.52% among 290,000; in the data active means inhibition above about 50%; further: some compounds called inactive have numbers as strong as hits
# Target sequence (P51452 whole entry, looked up): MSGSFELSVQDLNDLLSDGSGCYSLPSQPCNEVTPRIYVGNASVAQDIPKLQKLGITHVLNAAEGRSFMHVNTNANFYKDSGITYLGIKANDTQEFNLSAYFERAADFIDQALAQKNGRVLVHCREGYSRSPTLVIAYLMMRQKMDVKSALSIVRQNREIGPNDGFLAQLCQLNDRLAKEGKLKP
# Y pestis TopoI: Yersinia pestis topoisomerase I inhibitors, primary screen, biochemical, cleavage product accumulation, plate reader, single point. DNA topoisomerase I (Yersinia pestis CO92). Y. pestis Topo-I cleavage product accumulation. activity, % at 10 µM. hit rate 0.064% among 360,000; in the data active means activity above about 50%, passing the limit was not always enough; further: inactives centre near 2
# The depositor's hits bear a star; i = inactive; · = no result given; & = joins results of further samples.
Molecule,Rv3671c protease,SARS 3CLpro inh,SSB-PriA inh,BH1578 lux ind,Y pestis TopoI,Anthrax LF inh2,DUSP3 inh,PfHsp40 rescue,TcdB GH inh,MazEF act
Cc1cc(C)nc(NC(=O)c2cccc(Br)c2)n1,-1,-2,-9,-0.4,-6,-20,-13,-1.3,1.2,5
Cc1ccccc1N1CCN(CCCN2C(=O)C3CCCCN3C2=O)CC1 (stereo unspecified),0,1,-3,i,-3,-6,-4,-0.2,1.0,-1
CCOC(=O)c1cc2n(c1/N=C/N(C)C)-c1ccccc1C2=O,0,-1,·,i,-2,20,26,-0.5,·,-91
Cc1nc(C(=O)N(C)C)nn1-c1cc(Cl)cc(Cl)c1,-4,0,-22,-3.1,7,0,7,-0.1,·,7
CC(C)N(Cc1nccn1C)C(=O)c1ccc2oc(Cc3ccccc3)nc2c1,·,0,-1,-0.4,-7,0,-17,0.4,-0.5,9
O=C(c1ccco1)N1CCN(Cc2nnnn2CCc2ccccc2)CC1,1,-3,0,i,-2,0,12,-0.9,·,6
O=[N+]([O-])c1ccc(S(=O)(=O)N(CCCN2CCOCC2)Cc2cccs2)cc1,6,-2,9,0.1,10,0,11,0.3,0.7,3
O=C(N/N=C/c1cccnc1)c1ccc(F)cc1,-2,-2,·,i,0,-8,12,-2.3,1.8,4
N#CC(NC(=O)OCc1ccccc1)c1ccccc1 (stereo unspecified),-1,·,-3,-3.0,7,-1,·,-1.7,0.1,2
CCC(C)N(C(=O)CN1C(=O)NC2(CCc3ccccc32)C1=O)C1CCS(=O)(=O)C1 (stereo unspecified),-1,·,2,i,5,-6,·,-1.3,-5.2,-3
O=C(O)C1CCC(c2ccc(-c3ccccc3)cc2)CC1 (stereo unspecified),6,4,0,i,12,14,25,1.9,-0.3,8
COC(=O)C1=CN(C2CC2)C=C(C(=O)OC)C1c1ccc(C(F)(F)F)cc1,4,1,-12,-1.3,-9,4,25,-0.3,-1.1,1
CCN(CC)S(=O)(=O)c1ccc(NC(=O)C2CCCO2)cc1 (stereo unspecified),12,4,2,-0.5,9,2,21,-1.7,0.9,-10
COc1ccccc1CCC(=O)OCc1csc(CC(=O)Nc2ccccc2C)n1,-8,7,-6,i,38,6,4,1.4,1.6,0
CCCC/C=C/C(NC(=O)c1ccc(C(=O)OC)cc1)c1ccccc1 (stereo unspecified),-10,·,-28,-0.8,29,-6,·,1.2,1.1,1
Cc1cc(C)c(C)c(S(=O)(=O)N2CCN(C(=O)c3ccco3)CC2)c1C,-3,·,-6&-5,-0.5,29,-4,·,·,1.0,6
CC(=O)Nc1cccc(C(=O)/C=C/c2ccc(C)cc2)c1,-2,2,-10,-0.3,8,-1,33,-0.8,0.5,4
Cc1ccc(C(=O)c2cc([N+](=O)[O-])ccc2N2CCOCC2)cc1,·,2,9,-0.3,8,0,2,-1.8,·,5
CSCCC(NC(=O)c1ccccc1)C(=O)NNC(=O)c1ccccc1 (stereo unspecified),-11,·,-9,3.3,4,-7,·,0.2,0.4,-14
CC12CCC(=O)N1C(C(=O)Nc1nc3ccc(Cl)cc3s1)CS2 (stereo unspecified),-4,·,-2,i,0,-1,·,-0.9,2.2,-1
CCCCn1c(N)c(N(CCC(C)C)C(=O)c2ccc(-c3ccc([N+](=O)[O-])cc3)o2)c(=O)[nH]c1=O,-15,·,-14,1.5,5,-3,·,1.2,1.0,5
Cc1ccc(NC(=O)CSc2nc(N)cc(N)n2)cc1S(=O)(=O)N1CCOCC1,3,-2,-10,-1.0,-1,-7,-7,-1.2,-0.8,-3
CC1CN(C(=O)c2cc3c(s2)CCC3)CC(C)O1 (stereo unspecified),-4,7,-15,i,1,1,16,-0.7,·,-3
N#Cc1c(NC(=O)C2CC=CCC2C(=O)O)sc2c1CCCCCC2 (stereo unspecified),-6,8,3,i,2,0,-10,1.6,·,0

# An excerpt from above, showing only BH1578 lux ind, TcdB GH inh and Y pestis TopoI:
structure	BH1578 lux ind	TcdB GH inh	Y pestis TopoI
CC1CN(C(=O)c2cc3c(s2)CCC3)CC(C)O1 (stereo unspecified)	i	·	1
N#Cc1c(NC(=O)C2CC=CCC2C(=O)O)sc2c1CCCCCC2 (stereo unspecified)	i	·	2

# Further records
Molecule,Rv3671c protease,SARS 3CLpro inh,SSB-PriA inh,BH1578 lux ind,Y pestis TopoI,Anthrax LF inh2,DUSP3 inh,PfHsp40 rescue,TcdB GH inh,MazEF act
CC(C)CC(NC(=O)C1CCCCC1)C(=O)NCc1ccccn1 (stereo unspecified),-2,-1,-13,-0.2,-2,1,-11,0.2,·,4
COc1ccc(C(=O)Nc2cccc(/C(C)=N/NC(=O)c3ccc([N+](=O)[O-])cc3)c2)cc1OC,-2,3,·,i,1,1,42,1.7,·,1
Cn1cc(/C=C(\NC(=O)c2ccccc2Cl)C(=O)NCCN2CCOCC2)c2ccccc21,0,-5,6,-0.4,-9,-1,-4,-0.2,0.4,-1
Cn1nc(C(=O)NCc2ccc(F)cc2)c2ccccc2c1=O,-3,4,-10,-2.2,2,-3,·,0.4,·,5
CCc1nc2ccccc2nc1N1CCN(S(=O)(=O)c2c(C)cc(Cl)cc2C)CC1,-5,-4,-7,0.2,15,-4,-7,·,0.6,3
O=C(C[C@@H]1C/C=C\C[C@H](Cc2ccc(F)cc2)C(=O)OC[C@@H](Cc2c[nH]c3ccccc23)NC1=O)NCCO,4,·,0,-0.8,18,0,·,0.0,0.9,4
CCC(=O)Nc1ccc(S(=O)(=O)N2CCC(c3nc4ccccc4[nH]3)CC2)cc1,-9,·,-7,-0.7,-10,-3,·,·,0.7,0
Cc1nc(-c2ccccc2)sc1-c1nc(-c2ccncc2)ncc1S(=O)(=O)c1ccccc1,-1,-4,-5,0.9,28,5,27,9.5,·,2
COc1nnc(-c2ccc(C)c(S(=O)(=O)NC(C)(C)CO)c2)c2ccccc12,0,2,1,2.1,14,-4,14,0.7,1.2,-8
Cc1cc(C)nc(N2CCCC(C(=O)NC3CC3)C2)n1 (stereo unspecified),4,0,-9,-4.0,-1,3,53*,-0.8,0.9,-5
CC(=O)N1C(C)(C)CC(=NOS(=O)(=O)c2ccccc2)CC1(C)C,·,1,-4,i,-10,1,26,-0.8,1.6,-14
COc1ccc(CC(=O)N2N=C(C)CC2(O)C(F)(F)F)cc1OC (stereo unspecified),0,3,-5,-0.4,1,1,7,0.2,-0.5,-1
CC(COc1ccc(/C=C/c2ccccc2)cc1)[N+](C)(C)C (stereo unspecified),13,·,8,i,-7,3,·,-0.7,0.8,4
O=C(C1CCCN1S(=O)(=O)c1cccc2nsnc12)N1CCN(c2ccc(F)cc2)CC1 (stereo unspecified),-4,2,7,-0.6,5,-2,-9,-1.1,0.2,-1
CCCn1nnc(NC(=O)COc2ccc(CC)cc2)n1,3,0,-16,-0.7,2,6,13,-0.1,·,4
Cn1cc(S(=O)(=O)N2CCc3ccccc32)cc1C(=O)Nc1ccc(Cl)cc1,-4,-2,-13,-0.2,-1,3,-26,1.1,0.7,-12
Cc1ccc(C(=O)N/C(=C\c2cccc([N+](=O)[O-])c2)C(=O)NC(Cc2ccccc2)C(=O)O)cc1 (stereo unspecified),-4,4,-3,i,6,3,-14,0.2,3.3,-7
CCOC(=O)c1c(NC(=O)c2ccccc2)sc2c(O)c(CN(CC)CC)ccc12,-11,3,19,-0.7,9,-9,26,0.3,·,9
CC(=O)Nc1ccc(-c2ccnc3c2CC(C)(C(=O)NC(C)C)O3)cc1 (stereo unspecified),·,·,·,i,-3,3,·,·,0.1,·
CCCCn1c(N)c(N(CC(C)C)C(=O)Cc2ccc3c(c2)OCCO3)c(=O)[nH]c1=O,8,·,-6,-2.4,-7,0,·,-0.5,1.5,-6
S=C(NCc1ccccc1)N/N=C/c1cccs1,-4,3,·,i,3,-15,4,3.9,0.6,4
Cc1cccc(C)c1C(O)c1ncc(-c2ccccc2F)[nH]1 (stereo unspecified),·,·,·,-0.6,8,-2,·,·,0.4,·
CN1OC[C@@H]2CN[C@H](c3cccc(-c4ccccc4)c3)C[C@@H]21,·,·,-4,1.4,-3,2,·,-1.7,-0.4,5
CCCCN(c1ccc(C(=O)OC)cc1)S(=O)(=O)c1ccccc1,3,2,-38,-0.6,36,0,1,3.3,2.2,1
COc1cccc(OC)c1C(=O)Nc1nc(COc2ccccc2)cs1,-21,6,-7,i,28,0,13,-0.7,-0.2,2
COC(=O)c1c(C)[nH]c(C(=O)COC(=O)Cn2cc(C(F)(F)F)ccc2=O)c1C,·,·,0,0.9,1,2,·,0.1,-1.2,1
CS(=O)(=O)c1ccccc1C(=O)Nc1ccccc1Cc1ccccc1,5,-1,-3,-0.2,8,12,40,-1.6,0.1,-16
COc1ccc(-c2nnn(CC(=O)N(CCN3CCOCC3)C(C(=O)NC3CCCCC3)c3ccco3)n2)cc1 (stereo unspecified),5,2,7,0.1,4,-3,20,-0.4,-0.1,-1
Nc1nonc1N/N=C\c1ccccc1,1,-2,·,i,-5,-2,-2,-1.4,1.4,11
CC(C)(C)OC(=O)NCCCC(CCCNC(=O)OC(C)(C)C)C(=O)O,6,-4,-13,12,-7,-10,20,0.9,·,7
O=C(CSc1nc(Cc2ccccc2)nc2ccccc12)Nc1nc2c(s1)CCCC2,-24,-2,1,i,20,-3,27,0.9,-0.6,-11
COc1ccc(C(=O)NNC(=O)CSc2nnc3ccccn23)cc1OC,-2,·,-17,-0.8,6,2,·,-1.1,1.0,5
CN(C)C(=O)CN1CCN(C(=O)CCl)CC1,1,1,-12,-0.9,1,5,29,0.0,0.9,6
COc1ccc(-c2[nH]c3ccccc3c2SCCNC(=O)c2ccccc2)cc1,7,1,-2,-0.2,-20,-12,-15,-0.4,0.9,4
O=C(CSc1nc2sccc2c(=O)[nH]1)N1CCN(c2ccccc2)CC1,4,4,-11,-3.1,6,-3,1,0.3,0.3,-5
CC(C(=O)OCC(=O)c1ccc(Br)cc1)N1C(=O)C2C3C=CC(C3)C2C1=O (stereo unspecified),-1,-1,-6,-0.1,7,0,5,0.1,1.8,14
CC(C)CN1CCN(Cc2cc3ccccc3[nH]2)CC1CCO (stereo unspecified),-8,1,14,-0.5,-11,-14,18,1.0,-2.1,9
Fc1cccc(Cl)c1CNn1cn[nH]c1=S,-4,5,-7,-1.0,5,0,15,0.9,0.5,-190
Cc1ccc(C)c(CN2C(=O)c3ccccc3S(=O)(=O)c3ccc(C(=O)N4CCN(C)CC4)cc32)c1,2,-5,0,-5.3,21,2,27,0.7,2.1,-4
CC(=O)C1=C(C)NC(C)=C(C(C)=O)C1c1ccccc1,4,-1,-16,1.1,9,-1,10,-0.6,-0.3,0
COc1cc(-c2nc(C(=O)NC3CCCCC3)cc3c2[nH]c2ccccc23)cc(OC)c1OC,-54,7,-8,-0.6,14,-10,16,1.2,0.9,4
Cc1ccc(C2=NCCn3nc4cc([N+](=O)[O-])ccc4c32)cc1,-1,·,13,0.6,11,6,·,0.1,1.5,0
COc1cccc(C(=O)OCC(=O)c2ccc(Br)s2)c1OC,-8,·,-1,-0.4,24,-4,·,0.5,0.1,-3

# The list is partial (hit frequency here may not be typical).
